MDM2 E3 inh: Mdm2 E3 ligase (human) inhibition; cell-based MDM2 ubiquitination luciferase reporter, 2 h; 0 = plate control, 100 = twice control, blank-subtracted; signal enhancement, % at 5 µM; Q00987; actives 0.11% (n = 210,000); AID 1230;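 active = signal enhancement of 30% or more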;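 note: luminescence tracks abundance of the self-degrading MDM2-luciferase fusion protein; higher signal means inhibition of MDM2 E3 ligase activity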
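system = mammalian cells stably expressing self-ubiquitinating, self-degrading MDM2 E3–luciferase fusion | quantity = 2000 cells per well seeded | incubation = 4 h cell settling then 2 h compound exposure, 37 °C | signal = SteadyLite luminescence, 15 min reagent step | benchmarks = plate control and blank wells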
Hck-Nef inh: inhibitors of human Hck kinase activated by Nef. P08631. Recombinant Hck-YEEI plus Nef, Z-Lyte FRET kinase assay. inhibition, % at 20 µM. actives 0.68% (n = 220,000);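 active = Hck-Nef kinase inhibition above about 50%, limit read from the data; inactive = inhibition below that limit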;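 note: 0% = DMSO with Hck plus Nef and 100% = Hck alone without Nef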
NPY2 pot ag: potentiators or agonists of human neuropeptide Y receptor Y2. actives 0.45% (n = 220,000). cells expressing NPY-Y2, potentiator/agonist read-out. activation, % at 3.6 µM. P49146; in the data active = activation above about 27%;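 note: cells stimulated with NPY near EC25 plus isoproterenol at EC100; 0% = vehicle plus submaximal agonist and 100% = vehicle plus saturating agonist; some results beyond the cut were filed as inactive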
Runt-CBFb FRET: inhibitors of human RUNX1 Runt domain binding to CBFb | AID 1496 | actives 0.46% (n = 220,000) | inhibition, % at 20 µM | Q01196+Q13951 | Cerulean-Runt/Venus-CBFb FRET ratio 530/480, 1 h;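 active = inhibition over about 50% at 20 µM in the single-dose screen, limit read from the data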;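 note: 0% = DMSO wells and 100% = excess unlabeled CBFb competitor control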
Target sequence (Q01196 whole entry, looked up, the tested form may be a part): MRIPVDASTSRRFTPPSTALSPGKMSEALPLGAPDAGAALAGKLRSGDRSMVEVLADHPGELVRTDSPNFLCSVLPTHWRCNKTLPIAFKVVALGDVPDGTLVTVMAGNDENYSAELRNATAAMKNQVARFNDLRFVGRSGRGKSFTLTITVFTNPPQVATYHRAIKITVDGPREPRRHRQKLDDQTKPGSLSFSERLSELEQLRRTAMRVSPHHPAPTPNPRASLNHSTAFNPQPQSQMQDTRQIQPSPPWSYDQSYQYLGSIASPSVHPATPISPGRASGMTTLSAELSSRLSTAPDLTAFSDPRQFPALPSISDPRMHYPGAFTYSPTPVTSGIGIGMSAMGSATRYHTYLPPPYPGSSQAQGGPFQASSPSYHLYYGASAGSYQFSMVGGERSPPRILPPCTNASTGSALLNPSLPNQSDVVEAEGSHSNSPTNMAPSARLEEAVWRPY
Target sequence (Q13951 whole entry, looked up, the tested form may be a part): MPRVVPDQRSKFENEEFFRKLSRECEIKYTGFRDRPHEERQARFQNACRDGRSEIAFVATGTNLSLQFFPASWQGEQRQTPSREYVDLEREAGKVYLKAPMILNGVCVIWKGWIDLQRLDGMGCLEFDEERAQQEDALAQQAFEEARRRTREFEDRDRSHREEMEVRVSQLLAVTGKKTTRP
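Measured by: fluorescence energy transfer, 422 nm excitation, 530/480 nm emission; Assay system: Cerulean-Runt domain; Medium: Tris pH 7.5 buffer with BSA; Measure: loss of energy transfer signal; Controls: 5 µM unlabeled CBFb as full-inhibition high control; Incubation: protein complex preformed 1 h, compound exposure 1 h, room temperature, dark.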
RBBP9 inhibitor: human RBBP9 hydrolase inhibition; O75884; recombinant RBBP9, FP-Rh probe fluorescence polarization; inhibition, % at 7.94 µM; actives 0.2% (n = 220,000); AID 1515;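 active = inhibition above the campaign mean of all tested compounds plus 3 SD, cut at about 14% in these data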;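 note: plate controls were DMSO wells with RBBP9 for no effect and wells lacking RBBP9 protein for full effect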
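Assay system: recombinant human RBBP9; Reagent: Serine-hydrolase probe FP-Rh, 375 nM pre-mixing; Doses: 7.94 µM single dose, 0.794% DMSO; Incubation: 30 min then 45 min, 25 °C; Detection: fluorescence polarization (mP), excitation 525 nm, emission 598 nm; Evaluation: percent inhibition from mP, scaled between DMSO and no-protein wells.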
NPY1 pot ag: potentiates or activates human NPY-Y1 receptor; NPY-Y1 expressing cells, potentiator/agonist activation; activation, % at 3.6 µM; actives 0.37% (n = 220,000); P25929; AID 1304; in the data active = activation above about 33%, passing the limit was not always enough;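 note: cells stimulated with NPY at EC10 then isoproterenol at EC100; 0% = low agonist plus stimulus and 100% = saturating agonist plus stimulus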
NPY-Y1 antag: blocks the human neuropeptide Y Y1 receptor | HEK293-CNG Y1 cells, membrane potential fluorescence; NPY at EC95, then isoproterenol | P25929 | actives 1% (n = 200,000) | inhibition, % at 3.6 µM;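 active = inhibition above the campaign mean inhibition of all tested compounds plus 3 SD, cut at about 20% in these data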;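 note: 0% = DMSO wells given NPY plus isoproterenol and 100% = isoproterenol alone without NPY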
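Assay system: HEK293 cells with Y1 receptor plus CNG channel | Probe or stimulus: NPY (25 nM), isoproterenol (1 µM), Ro 20-1724 (25 µM) | Timing: Compound incubation 1 h at room temperature, readout 45 min post-stimulation | Measured by: Membrane-potential fluorescent dye readout | Benchmarks: High control isoproterenol alone, low control NPY with isoproterenol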
Runt-SMMHC FRET: Runt domain-CBFb-SMMHC interaction inhibition; Q01196+Q13951; Cerulean-Runt/Venus-CBFb-SMMHC FRET ratio 530/480, 1 h; inhibition, % at 20 µM; actives 0.74% (n = 220,000); AID 1434;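 active = mean inhibition across duplicate retests at 20 µM reaching about 50%, limit read from the data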;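 note: 0% = DMSO wells and 100% = wells with excess untagged CBFb-SMMHC; inhibitors lower the FRET ratio by blocking Runt binding to CBFb-SMMHC; some results filed as inactive read as strong as hits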
p97 inhibitor: blocks human p97 ATPase activity; actives 0.42% (n = 220,000); recombinant p97 ATPase, Kinase-Glo ATP luminescence, 3 h; inhibition, % at 8 µM; P55072; AID 1481; in the data active = inhibition above about 15%;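 note: 0% = DMSO vehicle and 100% = wells lacking enzyme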
The depositor's hits bear a star; nt = not tested or not shown.

entry	Compound	MDM2 E3 inh	Hck-Nef inh	NPY2 pot ag	Runt-CBFb FRET	RBBP9 inhibitor	NPY1 pot ag	NPY-Y1 antag	Runt-SMMHC FRET	p97 inhibitor
1	O=C(c1cn(-c2ccccc2)nc1-c1cc2ccccc2oc1=O)N1CCOCC1	5.7	11.8	-5.6	2.5	-4.1	-0.3	-2.5	-0.1	-1.0
2	O=C(CCS(=O)(=O)Cc1ccccc1)NCC1CCCO1 (centres undefined)	7.0	-23.9	14.9	2.3	-9.2	-2.5	5.6	1.7	-7.0
3	CC(C)=C1C2CCC1C1C(=O)N(c3nc(-c4ccccc4)c(C)s3)C(=O)C21 (centres undefined)	-13.0	0.3	-8.6	-2.5	-3.1	-3.9	8.9	-3.5	-6.9
4	Cc1cccc(NC(=O)Cc2noc3ccccc23)c1C	-23.1	3.6	12.0	0.5	-2.5	-2.6	8.3	1.1	-1.4
5	CCNC(=O)CC1C(=O)N(c2ccc(C)cc2)C(=O)N1CCc1sccc1C (centres undefined)	-3.9	16.8	-21.1	1.5	-4.9	-7.9	-0.6	-4.3	-1.6
6	COc1ccc(-n2nnnc2SCC(=O)c2cc3ccccc3o2)cc1	-2.6	2.0	4.8	-1.6	-12.1	-30.4	-3.6	1.6	0.9
7	O=C1c2ccccc2C(=O)c2c1cccc2N1CCN(CCO)CC1	-25.2	0.0	7.5	-15.5	-1.9	30.5	-5.0	-51.7	-1.1
8	CCOc1cc(CNC2CCCC2)ccc1OCc1ccccc1Cl	6.0	20.3	3.4	-1.4	-4.0	9.9	-3.5	3.1	1.8
9	Nc1c(O)ccc2c1C(=O)c1ccccc1C2=O	-12.8	7.0	-1.4	-0.9	1.9	-7.2	-1.1	6.4	-0.2
10	CC(=O)Nc1ccc2oc(-c3ccccc3)nc2c1	-6.6	18.3	-6.8	-0.3	-5.1	-4.6	3.0	-3.9	5.3
11	O=C(CONS(=O)(=O)c1ccc(Cl)cc1)NCCNc1ncc(C(F)(F)F)cc1Cl	-23.1	7.4	-7.7	-7.0	1.1	5.8	-2.9	0.9	-0.6
12	C#Cc1ccc([C@H]2C=C(C(=O)O)O[C@@H](OCc3ccc(CO)cc3)C2)cc1	nt	15.2	-39.4	-2.1	-1.3	-29.1	4.3	-2.0	1.1
13	Cc1ccc(-c2noc(CCC(=O)Nc3cccc(C#N)c3)n2)cc1	-18.3	-1.2	11.6	3.0	-9.6	-8.5	2.1	-3.4	-0.6
14	CC1CCN(c2c(NCc3ccc(C(=O)N(C)C4CCCCC4)cc3)c(=O)c2=O)CC1	3.1	-3.7	-9.8	-0.9	-3.6	1.9	nt	-0.7	-1.2
15	Cc1[nH]nc2nc3c(c(OC(=O)c4ccccc4)c12)c(=O)n(C)c(=O)n3C	-10.8	1.1	12.2	-0.7	-8.5	6.5	6.7	-1.6	3.6
16	Cc1csc(Cn2c(CN(C)C)nc3ccccc3c2=O)n1	-7.1	2.4	-9.1	0.2	-2.7	12.2	5.0	0.1	4.1
17	COCCCNC(=O)CCc1nnc(Cc2ccc(-c3ccccc3)cc2)o1	-1.9	6.4	9.6	-0.5	8.1	22.9	-3.1	-0.4	3.4
18	O=C(CN1CCOCC1)NC1CC2CCC1C2 (centres undefined)	-7.7	13.4	1.6	-0.1	-3.0	-2.5	4.5	3.1	1.4
19	C/C(=N\NC(=O)Cc1csc(N2CCOCC2)n1)c1ccccc1	-2.4	-10.1	-4.3	2.8	-4.2	4.4	2.1	-2.6	-3.1
20	COc1ccc(C(=O)Oc2coc(CSc3nnc(NC(=O)c4cccs4)s3)cc2=O)cc1	0.0	3.2	2.4	-1.0	-4.0	12.4	7.8	-10.0	1.3
21	Nc1c(C(=O)O)sc2nc(-c3ccccc3)cc(-c3ccc(Cl)cc3)c12	-7.1	27.9	6.7	-6.5	-9.9	11.7	nt	1.1	5.4
22	CCOC(=O)c1[nH]c2cc(OC)c(OC)cc2c1NC(=O)CN(C)C1CCCCC1	-13.9	0.2	10.2	-11.7	6.7	-28.5	5.3	14.3	3.5

An excerpt from above in order of molecular weight, high to low:
entry	Compound	MDM2 E3 inh	Hck-Nef inh	NPY2 pot ag	Runt-CBFb FRET	RBBP9 inhibitor	NPY1 pot ag	NPY-Y1 antag	Runt-SMMHC FRET	p97 inhibitor
11	O=C(CONS(=O)(=O)c1ccc(Cl)cc1)NCCNc1ncc(C(F)(F)F)cc1Cl	-23.1	7.4	-7.7	-7.0	1.1	5.8	-2.9	0.9	-0.6
22	CCOC(=O)c1[nH]c2cc(OC)c(OC)cc2c1NC(=O)CN(C)C1CCCCC1	-13.9	0.2	10.2	-11.7	6.7	-28.5	5.3	14.3	3.5
21	Nc1c(C(=O)O)sc2nc(-c3ccccc3)cc(-c3ccc(Cl)cc3)c12	-7.1	27.9	6.7	-6.5	-9.9	11.7	nt	1.1	5.4
12	C#Cc1ccc([C@H]2C=C(C(=O)O)O[C@@H](OCc3ccc(CO)cc3)C2)cc1	nt	15.2	-39.4	-2.1	-1.3	-29.1	4.3	-2.0	1.1
8	CCOc1cc(CNC2CCCC2)ccc1OCc1ccccc1Cl	6.0	20.3	3.4	-1.4	-4.0	9.9	-3.5	3.1	1.8
7	O=C1c2ccccc2C(=O)c2c1cccc2N1CCN(CCO)CC1	-25.2	0.0	7.5	-15.5	-1.9	30.5	-5.0	-51.7	-1.1
13	Cc1ccc(-c2noc(CCC(=O)Nc3cccc(C#N)c3)n2)cc1	-18.3	-1.2	11.6	3.0	-9.6	-8.5	2.1	-3.4	-0.6
2	O=C(CCS(=O)(=O)Cc1ccccc1)NCC1CCCO1 (centres undefined)	7.0	-23.9	14.9	2.3	-9.2	-2.5	5.6	1.7	-7.0

Compound activity deposited in PubChem BioAssay by several laboratories.
